HTT cytoprotect: Huntington cell model cytoprotection by ATP luminescence | PC12 HTT-Q103 induced, cytoprotection, ATP luminescence, 40 h | Potency, µM (top dose mostly 56.4 µM), without a hit: cytoprotection (ATP increase), actives largely listed as activators | 230,000 tested, 0.14% active | AID 1471;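 also: potency is read from the fitted curve at half-maximal effect; % of control where 0% means no effect; nearly all actives have a fitted effect of over 45% in size; toxic huntingtin expression switched on by the ecdysone agonist tebufenozide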
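PC12 cells stably carrying ecdysone-inducible Htt exon 1 (Q103)–GFP were induced with 100 nM tebufenozide (final) alongside library compounds in a dose series. Cytoprotection was scored as retained ATP by ATPlite luminescence.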
Lamin A splicing: LMNA splicing modulation | HeLa LMNA splicing GFP/RFP minigene ratio, 48 h | Potency, µM (doses to about 46.1 µM), for the others: at the top dose ratio change, negative = inhibition, usual class: inhibitors | 200,000 tested, 0.01% active; active = well fitted inhibition curve with a large enough effect in the signal ratio, with a control signal flat, not every such curve was filed as active; inconclusive = small, poorly fitted or top-dose-only effect, or effect the other way, or a change in a side signal; the % refers to the signal ratio; also: potency is read from the fitted curve at half-maximal effect; % is scaled to controls: 0 for no effect and ±100 for the full control effect
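Read-out is the ratio of GFP to DsRed2 object intensity, acquired by 488 nm laser-scanning cytometry on HeLa lamin A-EGFP minigene reporter cells. Compound incubation 48 hrs at 37 °C in Opti-MEM with 2% FBS; DMSO 0.5% final.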
GAA spleen mod: inhibits or activates alpha-glucosidase in human spleen homogenate; P10253; human spleen homogenate, 4-MU-alpha-glucoside fluorescence; Potency, µM (highest dose often 79.9 µM), for inactives: top-dose activity change, negative = inhibition, usual class: inhibitors; 240,000 tested, 0.006% active;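 also: potency is read from the fitted curve at half-maximal effect; 0% = enzyme with vehicle and -100% = no enzyme basal signal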
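Enzyme source: human spleen homogenate, 1 ug/well. Buffer 50 mM citric acid/K phosphate pH 5.0, 0.01% Tween-20. 4-MU-alpha-glucoside 1 mM; 37 C x 40 min; NaOH/glycine stop; fluorescence.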
HTT aggregate: reduces HttQ103-GFP aggregates in PC12 cells | PC12 HttQ103-GFP aggregates, Acumen cytometry, 40 h | Potency, µM (highest dose often 46.1 µM), for inactives: top-dose activity change, negative = inhibition, hits mostly inhibitors | 220,000 tested, 1.1% active | AID 1688; also: potency is read from the fitted curve at half-maximal effect; % is scaled to controls: 0 for no effect and ±100 for the full control effect; nearly all actives have a fitted effect of over 60% in size
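Using laser scanning cytometry, GFP-positive aggregates were counted after lysis of PC12 cells induced with 100 nM tebufenozide to express HTT exon 1 Q103–GFP. Compounds were tested in titration.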
CBFb RUNX1 block: blocks binding between human CBF-beta and RUNX1. Q01196+Q13951. AlphaScreen CBFb-His/RUNX1-biotin binding, biochemical. Potency, µM (titrated, usually from 59.8 µM), for inactives: at the top dose activity, negative = inhibition, hits mostly inhibitors. 230,000 tested, under 10 active. AID 1477; also: % of control where 0% means no effect
Target sequence (Q01196 whole entry, looked up): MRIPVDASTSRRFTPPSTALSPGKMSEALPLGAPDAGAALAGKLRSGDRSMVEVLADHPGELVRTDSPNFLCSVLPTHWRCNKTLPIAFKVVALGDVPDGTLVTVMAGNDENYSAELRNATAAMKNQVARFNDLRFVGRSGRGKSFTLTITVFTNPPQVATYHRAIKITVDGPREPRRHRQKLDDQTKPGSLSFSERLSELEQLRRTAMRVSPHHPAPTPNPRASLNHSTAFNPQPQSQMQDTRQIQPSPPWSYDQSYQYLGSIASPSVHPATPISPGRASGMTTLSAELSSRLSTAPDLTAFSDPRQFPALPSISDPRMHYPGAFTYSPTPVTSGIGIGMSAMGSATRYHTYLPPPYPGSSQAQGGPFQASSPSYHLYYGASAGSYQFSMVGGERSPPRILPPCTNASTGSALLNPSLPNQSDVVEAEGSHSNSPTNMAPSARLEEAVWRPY
Target sequence (Q13951 whole entry, looked up): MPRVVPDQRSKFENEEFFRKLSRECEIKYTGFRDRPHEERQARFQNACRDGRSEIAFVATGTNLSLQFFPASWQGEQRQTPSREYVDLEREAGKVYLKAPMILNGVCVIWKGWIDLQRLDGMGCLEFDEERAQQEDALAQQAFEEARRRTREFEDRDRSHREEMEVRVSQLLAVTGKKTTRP
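AlphaScreen binding: CBFb-His and RUNX1-biotin (30 nM each) preincubated 20 min, compound added for 15 min, then nickel and streptavidin beads for 90 min, all at room temperature. Disruption of the interaction by any mechanism counts as activity.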
GAA inhib: alpha-glucosidase (human) inhibition; P10253; purified human GAA, 4-MU-alpha-glucoside fluorescence; Potency, µM (titrated, usually from 76.9 µM), without a hit: at the highest dose activity change, negative = inhibition, usual class: inhibitors; 200,000 tested, 0.005% active;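 also: potency is read from the fitted curve at half-maximal effect; plate controls were uninhibited enzyme wells for no effect and no-enzyme background for full effect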
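Human enzyme at 4 nM with 400 uM 4-methylumbelliferyl-alpha-D-pyranoside, citrate/phosphate buffer pH 5.0, 0.005% Tween-20, 20 min at room temperature. Compounds up to 77 uM. 4-MU fluorescence (Ex 365/Em 440) read after NaOH/glycine stop; AC50 from Hill fit.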
GAA glycogen mod: alters human alpha-glucosidase cleavage of glycogen; AID 2100; 300,000 tested, 0.38% active; P10253; Potency, µM (top dose mostly 76.4 µM), without a hit: top-dose activity change, negative = inhibition, hits mostly inhibitors; recombinant GAA, glycogen substrate, Amplex Red glucose oxidase fluorescence;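 also: potency is read from the fitted curve at half-maximal effect; 0% = full enzyme reaction and -100% = no-enzyme basal signal; the screen sought inhibitors and activators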
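Recombinant human enzyme (4 nM); glycogen substrate; 37 C, 40 min, pH 5.0. Readout: coupled glucose oxidase/Amplex Red fluorescence.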
An asterisk follows results filed as active; ? = inconclusive; / = no result given; & = joins results of further samples; [ ] = remark or other dose. Unless noted, calls follow the shape of the dose curve; as a rule, active = well fitted curve in the direction sought with a large enough effect; inconclusive = small, poorly fitted or top-dose-only effect, or another doubt; inactive = no such curve, though single readings can be large; an effect the other way counts as inactive or inconclusive.

1. CC(C)COC(=O)N1CC(O)CC1C(=O)O (stereo not drawn)
2. COCCn1c(=S)[nH]c2cc(C(=O)NCC3CCCO3)ccc2c1=O (stereo not drawn)
3. N#Cc1ccccc1OCC(O)CNCCNC(=O)Nc1ccccc1 (stereo not drawn)
4. CN(c1ccc(C(=O)N2CCCCC2)cc1)S(C)(=O)=O
5. Cc1cc(NC(=O)c2c([N+](=O)[O-])cnn2C)no1
6. O=C(c1ccccc1)N1CCCCC(S(=O)(=O)c2ccc3ccccc3c2)C1=O (stereo not drawn)
7. Cc1nnsc1-c1nnc(SCC(=O)c2ccc(F)cc2)n1C1CC1
8. COc1ccc(CN(C(=O)c2snc(C(N)=O)c2N)C(C(=O)NC(C)(C)C)c2ccco2)cc1 (stereo not drawn)
compound no.,1,2,3,4,5,6,7,8
HTT cytoprotect,-9%[10 µM],2%[0.074 µM],-45%,-11%,-23%,-3%,5%[10 µM],-19%
Lamin A splicing,0%,-5%,/,-16%,-10%,7%,/,4%
GAA spleen mod,-3%,-5%,-2%,-7%,-17%,-6%,6%,-11%
HTT aggregate,-2%[9.22 µM],9%,/,?,-2%,-1%,0%[9.22 µM],11%[9.22 µM]
CBFb RUNX1 block,3%,2%,10%,5%,-2%,2%,2%,2%
GAA inhib,-3%,-1%,/,-1%,-1%,?,/,-9%
GAA glycogen mod,-14%,2%,/,-15%,8%,6%,2%,-13%

A draw from above in order of length of the SMILES, falling.
6. O=C(c1ccccc1)N1CCCCC(S(=O)(=O)c2ccc3ccccc3c2)C1=O (stereo not drawn)
7. Cc1nnsc1-c1nnc(SCC(=O)c2ccc(F)cc2)n1C1CC1
5. Cc1cc(NC(=O)c2c([N+](=O)[O-])cnn2C)no1
compound no.,6,7,5
HTT cytoprotect,-3%,5%[10 µM],-23%
Lamin A splicing,7%,/,-10%
GAA spleen mod,-6%,6%,-17%
HTT aggregate,-1%,0%[9.22 µM],-2%
CBFb RUNX1 block,2%,2%,-2%
GAA inhib,?,/,-1%
GAA glycogen mod,6%,2%,8%

Carrying on.
9. CCc1nnc(NC(=O)C2=CCN(S(=O)(=O)c3ccccc3)CC2)s1
10. O=C(N/C(=C/c1cn(-c2ccccc2)nc1-c1ccccc1)C(=O)N1CCOCC1)c1ccccc1
11. Cc1c(Br)c([N+](=O)[O-])nn1C(C)C(=O)NCc1cccs1 (stereo not drawn)
12. COC(=O)C(C)(C)ONC(=O)Nc1ccccc1[N+](=O)[O-]
13. CC1CC(C)CN(C(=O)c2cccc3c2-c2ccccc2C3=O)C1 (stereo not drawn)
14. O=C(Nc1cc(S(=O)(=O)N2CCOCC2)ccc1N1CCOCC1)c1cccc(S(=O)(=O)N2CCCCC2)c1
15. CCOC(=O)CNS(=O)(=O)c1cc(-c2n[nH]c(=O)c3ccccc23)ccc1C
16. CCOC(=O)C1C(c2cc(OC)c(OC)c(OC)c2)NC(=S)NC1(O)C(F)(F)F (stereo not drawn)
compound no.,9,10,11,12,13,14,15,16
HTT cytoprotect,21%[10 µM],32%[10 µM],-8%,-29%,15%[10 µM],15%[10 µM],2%,0%
Lamin A splicing,/,-9%,10%,9%[46 µM],/,/,5%,?
GAA spleen mod,-8%,0%,-3%,1%,-3%,2%,-7%,-5%
HTT aggregate,15%[9.22 µM],-4%,-15%,33%,-5%[9.22 µM],-23%[9.22 µM],-1%,-11%
CBFb RUNX1 block,5%,?,10%,0%,7%,3%,4%,10%
GAA inhib,/,-11%,?,0%,/,/,-2%,-2%
GAA glycogen mod,-2%,14%,4%,2%,6%,-15%,2%,6%

17. CN1/C(=C\C(=O)C[n+]2cccc(Br)c2)C(C)(C)c2ccccc21
18. Cc1ccc(/C=C/C(=O)NC2CCCCCCC2)o1
19. CC(=O)Nc1ccc(-c2cc(-c3ccc(NC(C)=O)cc3)nc(-c3ccc(NC(C)=O)cc3)n2)cc1
20. O=C(/C=C/c1ccco1)Nc1cccc(S(=O)(=O)N2CCOCC2)c1
21. CN1CCN(c2nc(-c3cccnc3)nc3ccccc23)CC1
22. O=C(Nc1ccc2c(c1)nc1n2CCN(Cc2ccccc2)C1)NC1CCCCC1
23. COc1cccc(NC(=O)N2CCC(n3nnc4ccccc43)CC2)c1
24. Cc1cc(C)cc(SCc2noc(C(=O)NC(C)C)c2C(=O)O)c1
compound no.,17,18,19,20,21,22,23,24
HTT cytoprotect,-45%[inhibitor],0%[10 µM],-13%[10 µM],2%[10 µM],0%&-3%,-22%,?,-9%
Lamin A splicing,/,-4%,1%,-11%,?,0%,15%[46 µM],?
GAA spleen mod,-4%,8%,2%,-24%,2%&8%,-2%,1%,1%
HTT aggregate,?,?,15%,27%,17%,-6%,18%[9.22 µM],15%
CBFb RUNX1 block,-4%,-13%,16%,0%,8%,-5%,0%,1%
GAA inhib,-10%,6%,6%,-5%,-8%,0%,11%,-5%
GAA glycogen mod,-5%,9%,3%,-11%,0%,7%,-6%,-10%

25. O=C1NC(c2ccccc2Cl)Nc2ccccc21 (stereo not drawn)
26. CC(=O)Nc1ccc(NC(=O)CN(c2ccc(F)cc2)S(=O)(=O)c2ccc3c(c2)OCCO3)cc1
27. CCOc1ccc(OCCNC2CCCC2)cc1
28. N#Cc1nc(Cl)c(Cl)c(NN)c1Cl
29. CCOC(=O)C1C(=O)N(C(=O)c2cncc(Br)c2)CC1c1ccccc1 (stereo not drawn)
30. COc1ccc(-n2c(=O)cc(N3CCc4ccccc43)[nH]c2=O)cc1
31. CC1=C(C(=O)OCc2ccc3c(c2)OCO3)C(c2ccccc2OCc2ccccc2)NC(=O)N1 (stereo not drawn)
32. O=C(CCSc1nnc(-c2ccco2)o1)Nc1ccc(Cl)cc1
compound no.,25,26,27,28,29,30,31,32
HTT cytoprotect,-13%,31%,-1%,7%[10 µM],8%,22%[10 µM],-47%[inhibitor],-5%
Lamin A splicing,-12%,1%,14%,/,13%,-6%,-15%,-12%
GAA spleen mod,2%,-1%,-9%,7%,-11%,-2%,-12%,3%
HTT aggregate,-14%,4%,10%,4%[9.22 µM],4%,-2%,?,-7%
CBFb RUNX1 block,3%,1%,6%,11%,0%,-3%,-26%,6%
GAA inhib,-7%,-8%,2%,/,4%,0%,-13%,-7%
GAA glycogen mod,0%,3%,7%,?,7%,2%,-16%,-2%

33. COc1ccc(/C=C/C(=O)NC(=S)NNC(=O)Cc2cccs2)cc1
34. COC(=O)c1c(C)oc2ccc(N(C(=O)c3ccncc3)S(=O)(=O)c3ccccc3)cc12
35. COCC(C)NS(=O)(=O)c1ccc(NC(=O)C(Cc2ccccc2)NC(N)=O)cc1 (stereo not drawn)
36. COc1ccc(S(=O)(=O)Nc2ccc(S(=O)(=O)N(C)C)cc2)cc1[N+](=O)[O-]
37. O=C(O)c1ccc2c(c1)C(=O)N(Cc1ccccc1)C2=O
38. COc1cccc(C2N(c3cccc(Cl)c3)C(=O)C3CCCN32)c1 (stereo not drawn)
39. OCC1(CCc2ccccc2)CCN(Cc2ccc3nsnc3c2)CC1
40. CCc1ccccc1S(=O)(=O)Cc1ccc(C(=O)N2CCN(c3ccccc3OC)CC2)o1
compound no.,33,34,35,36,37,38,39,40
HTT cytoprotect,-11%[10 µM],-19%,-21%[10 µM],19%[10 µM],8%[1.9 µM],1%,-9%[10 µM],-67%[inhibitor]
Lamin A splicing,?,21%,-7%,9%,2%,-2%,/,?
GAA spleen mod,6%,4%,-2%,-8%,-1%,4%,5%,-6%
HTT aggregate,-15%,-19%,-4%,20%,-17%,5%,5%[9.22 µM],-27%
CBFb RUNX1 block,0%,4%,-4%,-3%,8%,2%,0%,3%
GAA inhib,-6%,-12%,?,-8%,-5%,-3%,-27%,?
GAA glycogen mod,2%,-10%,6%,9%,8%,8%,1%,18%

41. CCOc1ccc(N2C(=O)C3CC(C)=C(C)CC3C2=O)c([N+](=O)[O-])c1 (stereo not drawn)
42. CC(C(=O)OCn1nnc2ccccc2c1=O)N1C(=O)c2ccccc2C1=O (stereo not drawn)
43. Cc1cc(NC(=O)c2ccc(S(=O)(=O)N3CCc4ccccc43)cc2)no1
44. Cc1cc(NC(=O)CSc2ncn[nH]2)no1
45. CC[C@]1(c2ccccc2)NC(=O)N(C)C1=O
46. CCOc1ccccc1C(=O)NC(C(=O)Nc1cccc(S(N)(=O)=O)c1)C(C)C (stereo not drawn)
47. Oc1c(Br)cc(/C=N/NC(=S)NCc2ccco2)cc1Br
48. O=C(NCc1ccc2c(c1)OCO2)C1Cc2ccccc2CN1C(=O)c1ccco1 (stereo not drawn)
49. CCCCCCCC(=O)NNC(=O)c1ccc([N+](=O)[O-])cc1
compound no.,41,42,43,44,45,46,47,48,49
HTT cytoprotect,-15%,6%[10 µM],9%,/,-8%[40.3 µM],-12%,12%[10 µM],-32%[inhibitor],-5%
Lamin A splicing,-1%,-12%,4%[9.22 µM],?,-6%,/,/,10%[46 µM],-4%[0.0737 µM]
GAA spleen mod,-12%,2%,6%,-5%,12%[29.1 µM],-4%,-1%,-17%,-11%
HTT aggregate,-4%,-2%,-8%,/,/,-14%,13%[9.22 µM],4%,2%
CBFb RUNX1 block,-1%,6%,-5%,2%,-17%[21.7 µM],4%,-22%,-4%,6%
GAA inhib,-1%,3%,-3%,?,/,1%,/,-9%,1%
GAA glycogen mod,5%,-4%,5%,-13%,/,-13%,?,-1%,12%

Another view of some results above.
nr | canonical_smiles | HTT cytoprotect | Lamin A splicing | GAA spleen mod | HTT aggregate | CBFb RUNX1 block | GAA inhib | GAA glycogen mod
49 | CCCCCCCC(=O)NNC(=O)c1ccc([N+](=O)[O-])cc1 | -5% | -4%[0.0737 µM] | -11% | 2% | 6% | 1% | 12%
42 | CC(C(=O)OCn1nnc2ccccc2c1=O)N1C(=O)c2ccccc2C1=O (stereo not drawn) | 6%[10 µM] | -12% | 2% | -2% | 6% | 3% | -4%
47 | Oc1c(Br)cc(/C=N/NC(=S)NCc2ccco2)cc1Br | 12%[10 µM] | / | -1% | 13%[9.22 µM] | -22% | / | ?

Bioassay records (PubChem BioAssay)
